# Coupling enz – coupling enzyme interference in Giardia aldolase counter-screen; coupling enzyme system counterscreen, AmpLite Red fluorescence; AID 2472; activity change, negative = inhibition, % at 58.2 µM, hits read low; actives 0.67% (n = 290,000); in the data active means activity change below about -30%
#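 Coupling enzymes only (glyceraldehyde-3-phosphate) + compound, at 57.5 uM final, 10 min RT; add substrate/coupling/AmpLite Red mix, 20 min RT; fluorescence ex 525/em 598 nm. Actives flag coupling-system interference.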
# GALK inhibitor – blocks human galactokinase activity. P51570. Purified GALK, Kinase-Glo residual ATP luminescence. Potency, µM (highest dose often 57.5 µM), for the others: at the highest dose activity change, negative = inhibition, most hits filed as inhibitors. actives 0.007% (n = 270,000); further: potency means the concentration at half of the fitted maximal effect
#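 Kinase-Glo Plus luminescence measured ATP left after a 1 h room-temperature reaction. The reaction used 5 nM GALK, 100 uM galactose and 35 uM ATP at pH 8.0 (20 mM HEPES, 5 mM MgCl2, 60 mM NaCl, 1 mM DTT, 0.01% BSA).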
# USP2a block – inhibitors of human ubiquitin-specific protease USP2a; O75604; USP2 core, Ub-CHOP2 coupled fluorogenic reporter, 485/531; Potency, µM (doses to about 38.3 µM), for the others: at the top dose activity change, negative = inhibition, actives largely listed as inhibitors; actives 0.01% (n = 330,000);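 further: potency means the concentration at half of the fitted maximal effect; plate controls were DMSO wells for no effect and full inhibition by NEM control for full effect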
#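 USP2 core (10nM final) preincubated 30min RT with compound in 20mM Tris-HCl pH 8.0, 2mM CaCl2, 2mM beta-mercaptoethanol, 0.05% CHAPS; 25nM Ub-CHOP2 plus 25nM reporter substrate added, fluorescence (Ex485/Em531) read after 60min.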
# KCNH2 3.1 inh – KCNH2 3.1 (human) potassium channel inhibition | U2OS KCNH2 3.1, thallium flux FluxOr; stronger effect = lower value | activity change, % (tested at about 1.8 µM) | actives 0.95% (n = 340,000) | AID 720553;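 active means maximum activity change below -70%; inconclusive means maximum activity change from -70% to -50%; inactive means maximum activity change above -50%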;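 further: thallium influx rate constant from kinetic fluorescence after stimulation buffer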
#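 U2OS cells transduced with KCNH2 3.1 mutant virus (1.77 x 10^8 /mL, 4 h), plated overnight at 37 C, loaded 45 min with FluxOr dye plus Red40 quencher. Thallium flux rate constant from kinetic reads after stimulation buffer, normalised to controls.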
# uPA surface inh – inhibitors of cell surface uPA generation. Potency, µM (top dose mostly 38.3 µM), without a hit: at the highest dose activity change, negative = inhibition, most hits filed as inhibitors. cell surface uPA generation assay, qHTS. actives 0.31% (n = 330,000); active means well fitted inhibition curve with a large enough effect; inconclusive means small, poorly fitted or top-dose-only effect; inactive means no such curve, though single readings can be large or run the other way; tested in mouse RAW 264.7 cells; further: potency means the concentration at half of the fitted maximal effect; nearly all actives have a fitted effect of over 55% in size
# Eya2 inh – Eya2 (human) phosphatase inhibition; recombinant Eya2, OMFP fluorescence dephosphorylation (OMFP is methylfluorescein phosphate); Potency, µM (top dose mostly 76.9 µM), inactives show at the highest dose activity, negative = inhibition, actives largely listed as inhibitors; actives 0.006% (n = 330,000); AID 488837; O00167; further: potency means the concentration at half of the fitted maximal effect
# Target sequence (O00167 whole entry, looked up): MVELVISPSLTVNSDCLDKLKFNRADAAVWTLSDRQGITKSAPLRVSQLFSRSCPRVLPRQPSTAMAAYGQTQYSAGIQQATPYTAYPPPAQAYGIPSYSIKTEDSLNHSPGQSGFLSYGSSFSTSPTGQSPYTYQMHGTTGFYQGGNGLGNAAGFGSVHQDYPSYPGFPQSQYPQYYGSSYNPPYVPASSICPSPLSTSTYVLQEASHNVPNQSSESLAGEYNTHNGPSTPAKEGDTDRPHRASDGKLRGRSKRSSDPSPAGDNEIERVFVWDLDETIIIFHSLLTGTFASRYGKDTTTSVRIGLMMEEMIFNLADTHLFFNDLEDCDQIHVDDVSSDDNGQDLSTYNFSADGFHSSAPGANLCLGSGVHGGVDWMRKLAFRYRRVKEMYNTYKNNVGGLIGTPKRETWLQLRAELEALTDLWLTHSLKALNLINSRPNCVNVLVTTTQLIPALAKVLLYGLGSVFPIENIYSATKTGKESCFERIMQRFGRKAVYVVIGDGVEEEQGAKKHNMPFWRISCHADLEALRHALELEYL
#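 Eya2 protein (added as 0.2 uM solution) was preincubated with compound for 10 min at ambient temperature in 50 mM HEPES pH 7.5, 50 mM NaCl, 5 uM MgCl2, 0.05% BSA, 1 mM DTT. OMFP (added at 50 uM) then reacted 10 min; fluorescence read at 485/525 nm.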
# PKM2 activator – PKM2 (human) enzyme activation | P14618 | purified PKM2, Kinase-Glo ATP luminescence, activation; response scale: 0% is enzyme alone, no compound | Potency, µM (titrated, usually from 57.5 µM), for the others: top-dose activation, usual class: activators | actives 0.34% (n = 260,000) | AID 1631; further: potency means the concentration at half of the fitted maximal effect; nearly all actives have a fitted effect of over 55% in size
#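 Purified hPK-M2 (>95% pure) converted ADP (0.1 mM final) to ATP with 0.5 mM PEP in 50 mM imidazole pH7.2, KCl, MgCl2, Tween 20, BSA; 1 h at room temperature. ATP detected by Kinase-Glo luminescence.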
# KCNH2 WT inh – KCNH2 (human, wildtype) channel inhibition | Q12809 | U2OS, BacMam KCNH2, thallium flux FluxOr; stronger effect = lower value | activity change, % at 1.84 µM | actives 0.37% (n = 340,000) | AID 720551;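 active means maximum activity change below -70%; inconclusive means maximum activity change between -70% and -50%; inactive means maximum activity change above -50%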
#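 U2OS cells transduced with wild-type KCNH2 virus are loaded with FluxOr dye for 45 min, and thallium flux is measured in kinetic reads before and after stimulation buffer. Rate constants are normalized to DMSO controls.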
# B2AR arrestin – agonists driving beta-arrestin recruitment to human beta2-adrenergic receptor; AID 492947; Potency, µM (series often up to 46.1 µM), inactives show at the top dose activation, hits mostly activators; P07550; beta-arrestin recruitment to beta2AR, cell-based reporter; actives 0.02% (n = 330,000);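 further: potency means the concentration at half of the fitted maximal effect; 0% = DMSO controls and full agonism = EC100 isoproterenol or metaproterenol; nearly all actives have a fitted effect of over 65% in size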
# Target sequence (P07550 whole entry, looked up): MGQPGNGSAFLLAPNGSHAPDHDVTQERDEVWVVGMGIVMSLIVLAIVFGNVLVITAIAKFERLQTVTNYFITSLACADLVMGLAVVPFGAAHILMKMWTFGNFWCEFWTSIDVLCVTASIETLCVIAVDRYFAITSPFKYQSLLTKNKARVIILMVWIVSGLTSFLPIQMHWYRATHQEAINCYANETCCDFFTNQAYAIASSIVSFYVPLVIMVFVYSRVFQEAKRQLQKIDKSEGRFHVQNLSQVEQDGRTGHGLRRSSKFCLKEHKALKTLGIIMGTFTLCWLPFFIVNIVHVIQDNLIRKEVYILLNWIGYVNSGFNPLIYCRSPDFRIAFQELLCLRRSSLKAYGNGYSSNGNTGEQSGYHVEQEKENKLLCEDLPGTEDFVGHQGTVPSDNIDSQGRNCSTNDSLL
# BCR signal inh – inhibitors of chronic active B-cell receptor signaling; AID 493014; actives 0.05% (n = 340,000); Potency, µM (series often up to 46.1 µM), for the others: at the highest dose ratio change, negative = lower green/red ratio, most hits filed as inhibitors; ABC-DLBCL IkBa-CBG/CBR reporter, luminescence ratio, 4 h; active means well fitted inhibition curve with a large enough effect in the signal ratio, with a control signal flat, not every such curve was filed as active; inconclusive means small, poorly fitted or top-dose-only effect, or effect the other way, or a change in a side signal; the % refers to the signal ratio;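 further: potency means the concentration at half of the fitted maximal effect; plate controls were basal doxycycline-induced cells for no effect and cells given 10 µM MG132 for full effect; MG132 reads +100%, hits lower the ratio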
#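 Compounds up to 46 uM were incubated four hours with TMD8 cells whose green CBG68 luciferase is fused to IkappaBalpha; red CBR luminescence normalised the signal, and concentration-effect curves were fitted to fusion, red and ratio data.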
# Giardia kill – Giardia lamblia killing | actives 0.15% (n = 340,000) | activity change, % at 7.66 µM, hits read low | Giardia lamblia trophozoite viability; in the data active means activity change below about -80%; inconclusive means between about -30% and that limit;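 further: parasites exposed to compound for two days anaerobically before the ATP read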
#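 Luminescence from cellular ATP indicates surviving trophozoites (100 cells/well) following 48 hrs anaerobic compound treatment at 37 deg C; signal develops 15-30 min at room temperature.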
# Active calls of the source: *; ? = inconclusive; . = no result given; & = joins results of further samples; [ ] = remark or other dose. Unless noted, the call rests on the fitted dose curve; in most records, active means well fitted curve in the direction sought with a large enough effect; inconclusive means small, poorly fitted or top-dose-only effect, or another doubt; inactive means no such curve, though single readings can be large; an effect the other way counts as inactive or inconclusive. Unless noted, on the % scale 0 is the no-effect control and ±100 the full control effect. Compounds as they come; overall some 2.4% were active at least once.
SMILES,Coupling enz,GALK inhibitor,USP2a block,KCNH2 3.1 inh,uPA surface inh,Eya2 inh,PKM2 activator,KCNH2 WT inh,B2AR arrestin,BCR signal inh,Giardia kill
Cc1ccc2[nH]c(C)c(CCNC(=O)C3CCCCC3C(=O)OCC(F)(F)F)c2c1 (stereo unspecified),-19,2%,3%,-3,-7%,-1%,19%,0,-0.9%,12%,-6
CCOC(=O)Oc1ccc2c(=O)c(Oc3cccc(C)c3)coc2c1,4,-2%,-1%,2,-2%,10%,2%,4,3.5%,?,-9
Cc1ccc(C)c(Cn2ncc3ccccc32)c1,-3,-3%,3%,1,0%,6%,.,0,-0.4%,-4%,4
COc1cccc(-c2ccc3ncnc(N(C)Cc4ccco4)c3c2)c1,-2,.,-3%&1%,.,-7%,-16%&-7%,.,.,-0.1%&0.0%,?,7
O=C(C1CC1)N1CCN(c2ccc(O)cc2)CC1,-3,-1%,-6%,3,.,-12%,-10%,-8,-0.5%,-7%,4
COCCn1c(C)cc(C2=NNC(=Nc3ccc(OC)cc3)SC2)c1C,-13,-2%,0%,1,?,?,1%,-1,0.4%,3%,-4
CC(=O)Nc1cccc(C(=O)/C=C/c2ccc[nH]2)c1,-5,-4%,3%,10,-5%,-1%,3%,6,-0.1%,13%,1
CCC(C)NC(=O)CNS(=O)(=O)c1ccc(C)cc1 (stereo unspecified),2,1%,-1%,?,0%,3%,-3%,-1,-0.8%,-11%,20
CCOC(=O)CSc1nc(C)cc(C)c1C(N)=O,2,7%,6%,11,-22%,1%,0%,-13,0.5%,15%,-4
O=C(O)C12C[C@H]3C[C@@H](C1)CC(n1ncc(N4CCN(c5ccccc5)CC4)c(Cl)c1=O)(C3)C2,6,2%,4%,10,4%,8%,1%,-3,0.0%,2%,7
COc1ccc(CC(=O)N(C)CC(=O)Nc2ccccc2Cl)cc1S(=O)(=O)N1CCOCC1,.,.,3%,-10,10%,7%,.,1,-0.1%,-1%,?
CCOc1ccccc1CNC(=O)c1ccccc1NC(=O)C1=CSCCO1,.,-7%,4%,-6,0%,1%,.,-13,0.2%,4%,-23
COC(=O)CCN(C(=O)c1ccc(Cl)c([N+](=O)[O-])c1)c1ccccn1,0,1%,5%,-9,-15%,17%,-2%,3,0.1%,12%,8
CC(=O)NC12CC3CC(C1)CC(C(=O)N1CCN(C(=O)c4ccco4)CC1)(C3)C2,.,.,2%,14,13%,-13%,.,1,-0.2%,2%,6
CC(Sc1nnnn1-c1ccc(O)cc1)C(=O)NC1CCCCC1C (stereo unspecified),2,3%,-1%,3,16%,4%,0%,-5,-0.7%,-3%,-8
CC1Cc2ccccc2N1Cc1cc(=O)c(OCC(=O)Nc2ccccc2)co1 (stereo unspecified),.,.,2%,-1,2%,0%,.,2,0.0%,?,-22
COc1ccc(C(=O)CC(=O)C(=O)Nc2ccccc2)cc1,0,4%,1%,1,-1%,7%,.,-3,-0.5%,3%,18
COc1cc(/C=N/N(C)S(=O)(=O)c2ccc(C)cc2)cc([N+](=O)[O-])c1O,-3,5%,10%,-5,-4%,-10%,-3%,3,3.1%,10%,7
NC12NC(=O)C3(O)C4C5CC(C6C5C3C61)C42 (stereo unspecified),1,1%,4%,-5,-2%,4%,3%,-13,2.7%,13%,-1
O=C(NC(=S)Nc1ccccc1N1CCOCC1)c1ccc(-c2cc(Cl)ccc2Cl)o1,1,0%,0%,14,7%,-9%,-2%,23,-0.6%,5%,-16
Cc1ccc(N(C(=O)Cn2nnc3ccccc32)C(C(=O)NC2CCCCC2)c2cn(C)nc2C)cc1 (stereo unspecified),4,3%,-1%,-12,-3%,19%,-1%,0,-0.4%,-2%,-4
Cc1ccc(C(C)C)c(OCC(=O)NN2C(=O)c3ccccc3C2=O)c1,3,0%,0%,-10,-4%,-3%,6%,1,0.3%,?,1
CCCN1C2CCCC1CC(NC(=O)c1cc(OC)c(OC)c(OC)c1)C2 (stereo unspecified),0,3%,4%,4,-7%,-9%,1%,8,0.1%,0%,-13
Cc1nnc(SCC(=O)Nc2ccc(-c3nc4ccccc4s3)cc2)s1,0,0%,1%,5,-4%,2%,-3%,0,-1.6%,2%,-17
CSc1c(C#N)c(N)c(C#N)c2c1COC(C)(C)C2,1,-2%,-1%,-6,.,1%,0%,6,0.0%,-7%,-10
SMILES,Coupling enz,GALK inhibitor,USP2a block,KCNH2 3.1 inh,uPA surface inh,Eya2 inh,PKM2 activator,KCNH2 WT inh,B2AR arrestin,BCR signal inh,Giardia kill
Cc1cccc(/C(N)=N/OC(=O)Cc2ccccc2)c1,0,1%,7%,6,8%,?,-1%,0,0.5%,?,-15
CC1CC(C)CN(CCCNC(=O)c2ccc(CS(=O)(=O)Cc3cccc(Cl)c3)o2)C1 (stereo unspecified),.,-4%,3%,1,-10%,-1%,.,-3,-0.1%,0%,17
O=C(O)c1cc(=O)c2ccccc2[nH]1,1&-2&0&-3,.,0%,12,-6%,9%&7%,.,6,0.0%,12%,0
Cc1ccccc1NS(=O)(=O)c1cc(C(=O)NCc2ccco2)ccc1C,3,0%,-1%,5,4%,9%,14%,8,-0.4%,0%,-6
CC(=O)N1CCN(S(=O)(=O)c2ccc(S(=O)(=O)NC3CCCCC3)cc2)CC1,4,-1%,-2%,-1,-1%,11%,-1%,6,-0.2%,4%,8
CCN1CCN(Cc2c(O)ccc3c2O/C(=C\c2ccc(C)cc2)C3=O)CC1,2,8%,30%,1,-14%,3%,0%,-13,0.3%,-9%,7
O=C(COC(=O)c1ccccc1)Nc1cc(Cl)ccc1Oc1ccccc1,1,0%,0%,-22,-16%,-5%,-3%,-1,-0.7%,8%,-28
Cc1ccc(CCNC(=O)CN(c2cc(C)cc(C)c2)S(=O)(=O)c2c(C)noc2C)cc1,.,1%,-1%,-10,0%,-15%,.,-1,0.0%,1%,-13
C/C(=N\S(=O)(=O)c1ccc(C)cc1)N1CCN(S(=O)(=O)c2ccccc2)C1C(C)C (stereo unspecified),0,2%,0%,2,-11%,-18%,-1%,1,-0.2%,-4%,2
CCN(CCO)C(=S)Nc1cc(C(=O)OC)ccc1C(=O)OC,6,.,2%,-11,-3%,7%,-3%,-1,-1.9%,?,12
O=[N+]([O-])c1ccc(-c2cn3nc(-c4ccccc4)c(-c4ccccc4)nc3n2)cc1,2,2%,10%,-1,3%,-12%,4%,6,-0.6%,-1%,1
Cc1ccc(S(=O)(=O)N(Cc2cccc(Cl)c2)C(=O)N2CCN(C)CC2)cc1,.,.,-2%,6,3%,0%,.,-16,-0.6%,-7%,-12
N#Cc1sc2nc(-c3cccs3)cc(-c3ccccc3)c2c1N,-1,1%,0%,-13,-2%,-2%,-10%,-2,0.0%,11%,-16
COCCCNCCCCOc1ccc(OCc2ccccc2)cc1,2,0%,-2%,-77*,?,-7%,15%,47,-0.2%,0%,-10
CCOc1ccc(C(=O)Nc2cc(Cl)ccc2-n2cncn2)cc1OC,.,.,-1%,-12,-5%,16%,.,-20,0.1%,?,-14
S=C(NCc1ccco1)Nc1cccc(Cl)c1,1,0%,2%,-3,.,-15%,0%,0,-0.2%,7%,10
Cc1cc(C(F)(F)F)n2nc(C(=O)O)c(Cl)c2n1,6,2%,6%,0,4%,-3%,-8%,-4,-1.2%,1%,-11
CSCCC(NS(=O)(=O)c1ccc2c(c1)OCCO2)C(=O)N(C)Cc1ccc(C)cc1 (stereo unspecified),.,-2%,4%,13,-7%,-9%,8%,31,-0.4%,4%,11
COC(=O)C1CCN(C(=O)c2cc(=O)[nH]c3ccccc23)CC1,2,1%,0%,1,5%,15%,-47%,-1,7.1%,1%,32[activator]
O=[N+]([O-])c1ccc(Oc2ccc(S(=O)(=O)N3CCOCC3)cc2)cc1,4,0%,-2%,-12,-5%,0%,.,15,-0.2%,9%,-4
COc1cc(C(=O)N2CCc3ccccc32)ccc1OCc1c(C)noc1C,1,6%,3%,-11,-1%,-18%,1%,3,0.4%,-6%,3
O=C(CSc1nc2[nH]ncc2c(=O)[nH]1)Nc1ccc(Cl)cc1,.,.,1%,-2,0%,-8%,.,-3,8.6%,2%,8
Cc1cc(=O)[nH]c(SCC(=O)Nc2ccc(Br)cn2)n1,5,-3%,0%,12,-8%,-14%,16%,-18,-0.3%,9%,-7
Cc1cccn2c(=O)c3cc(C(=O)NC(C)C)c(=N)n(Cc4ccncc4)c3nc12,-2,0%,2%,-15,4%,1%,-1%,-6,-0.5%,?,-7
